Assay outcomes (PubChem)
CHRM4 PAM: human M4 muscarinic receptor positive allosteric modulators, primary screen, CHO-K1 cells, Fluo-8 calcium fluorescence; CHO-K1 hM4/Gqi5, ACh EC20; 0% = ACh EC20, 100% = maximal ACh; activation, % at 3 µM; 360,000 tested, 0.4% active; AID 624126, 2012;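 active means activation above its plate's cutoff, the mean activation of sample wells plus 3 SD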; further: some results filed as inactive read as strong as hits
CHRM4 antagonist: human M4 muscarinic receptor antagonists, primary screen, CHO cells, Fluo-8 calcium fluorescence. CHO-hM4 cells, ACh EC80. AID 624125, 2012. Muscarinic acetylcholine receptor M4 (Homo sapiens), P08173. inhibition, % at 3 µM. 360,000 tested, 0.73% active;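 active means inhibition above its plate's cutoff, the mean inhibition of sample wells plus 3 SD, cut at about 27% in these data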;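 further: 0% = acetylcholine EC80 with DMSO and 100% = DMSO without agonist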
CRFBP-R2 block: antagonists of CRF-BP/CRF-R2 complex, primary screen, cell-based, HEK293, calcium dye fluorescence, uHTS; CRF-induced calcium fluorescence; inhibition, % at 11.8 µM; 350,000 tested, 0.59% active;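 active means inhibition of the ligand-induced calcium signal above about 50% at the single tested concentration, limit read from the data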
CRFR2-BP ag: agonists of CRF-BP/CRF-R2 complex, primary screen, cell-based, HEK293, calcium dye fluorescence, uHTS. calcium dye fluorescence (FLIPR); percent of saturating CRF peptide response. CRF-binding protein / CRF receptor 2 complex (human). activation, % at 13.2 µM. 350,000 tested, 0.46% active;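 active means activation of at least 50%, plus an integration ratio under a set limit after plate pattern correction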;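 further: plate controls were neutral control wells without compound for no effect and CRF at EC100 for full effect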
CHRM5 antagonist: human M5 muscarinic receptor antagonists, primary screen, CHO cells, Fluo-8 calcium fluorescence; Muscarinic acetylcholine receptor M5 (Homo sapiens), P08912; CHO-hM5 cells, ACh EC80; inhibition, % at 3 µM; 360,000 tested, 0.59% active; AID 624040, 2012;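 active means inhibition above a per-plate cutoff, the mean of that plate's test compounds plus 3 SD, cut at about 27% in these data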;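 further: 0% = acetylcholine EC80 with DMSO and 100% = DMSO without agonist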
CHRM4 agonist: human M4 muscarinic receptor agonists, primary screen, CHO-K1 cells, Fluo-8 calcium fluorescence. 360,000 tested, 0.14% active. CHO-K1 hM4/Gqi5; vehicle 0%, full acetylcholine response 100%. activation, % at 3 µM;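 active means activation above the run mean over all test wells plus 3 SD, cut at about 32% in these data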;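 further: peak over basal fluorescence ratio per well then scaled between controls; 0% = DMSO wells and 100% = acetylcholine at EC100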
M5 ag: human M5 muscarinic receptor agonists, primary screen, CHO-K1 cells, Fluo-8 calcium fluorescence. CHO-K1 hM5 cells; 0% DMSO wells, 100% maximal acetylcholine response. activation, % at 3 µM. 360,000 tested, 0.19% active;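 active means activation above the run's mean over test compounds plus 3 SD, cut at about 23% in these data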;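 further: signal is peak over basal fluorescence ratio across the kinetic read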
CHRM5 PAM: human M5 muscarinic receptor positive allosteric modulators, primary screen, CHO-K1 cells, Fluo-8 calcium fluorescence | AID 624038, 2012 | activation, % at 3 µM | Muscarinic acetylcholine receptor M5 (Homo sapiens), P08912 | 360,000 tested, 0.3% active | CHO-K1 hM5, ACh EC20 PAM; 0% = ACh EC20, 100% = ACh EC100;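 active means activation above the run cutoff, the mean activation of all test compounds plus 3 SD, cut at about 18% in these data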
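Test system: CHO-K1 hM5 cells / Doses: single-point, 3 µM nominal / Times: Post-acetylcholine fluorescence recording 140 s / Technique: Fluo-8 calcium fluorescence / Measure: Max/basal fluorescence ratio as % of EC20–EC100 ACh window / Benchmarks: low control EC20 acetylcholine (0%), high control EC100 acetylcholine (100%) / Replicates: one well per compound, no replicates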
IDE inh: human IDE inhibitors in live cells, primary screen, fluorescence polarization, HEK cells, FAbetaB substrate. FAbetaB cleavage. inhibition, % at 5.59 µM. 320,000 tested, 0.41% active;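 active means percent inhibition above the average of all tested compounds plus 3 SD, set per screening campaign, cut at about 16% in these data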;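 further: IDE supplied by intact live HEK cells; FP after avidin binding of uncleaved biotin substrate so inhibition keeps polarization high; 0% = DMSO wells and 100% = 60 µM reference IDE inhibitor Ii1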
Target sequence (P14735 whole entry, looked up): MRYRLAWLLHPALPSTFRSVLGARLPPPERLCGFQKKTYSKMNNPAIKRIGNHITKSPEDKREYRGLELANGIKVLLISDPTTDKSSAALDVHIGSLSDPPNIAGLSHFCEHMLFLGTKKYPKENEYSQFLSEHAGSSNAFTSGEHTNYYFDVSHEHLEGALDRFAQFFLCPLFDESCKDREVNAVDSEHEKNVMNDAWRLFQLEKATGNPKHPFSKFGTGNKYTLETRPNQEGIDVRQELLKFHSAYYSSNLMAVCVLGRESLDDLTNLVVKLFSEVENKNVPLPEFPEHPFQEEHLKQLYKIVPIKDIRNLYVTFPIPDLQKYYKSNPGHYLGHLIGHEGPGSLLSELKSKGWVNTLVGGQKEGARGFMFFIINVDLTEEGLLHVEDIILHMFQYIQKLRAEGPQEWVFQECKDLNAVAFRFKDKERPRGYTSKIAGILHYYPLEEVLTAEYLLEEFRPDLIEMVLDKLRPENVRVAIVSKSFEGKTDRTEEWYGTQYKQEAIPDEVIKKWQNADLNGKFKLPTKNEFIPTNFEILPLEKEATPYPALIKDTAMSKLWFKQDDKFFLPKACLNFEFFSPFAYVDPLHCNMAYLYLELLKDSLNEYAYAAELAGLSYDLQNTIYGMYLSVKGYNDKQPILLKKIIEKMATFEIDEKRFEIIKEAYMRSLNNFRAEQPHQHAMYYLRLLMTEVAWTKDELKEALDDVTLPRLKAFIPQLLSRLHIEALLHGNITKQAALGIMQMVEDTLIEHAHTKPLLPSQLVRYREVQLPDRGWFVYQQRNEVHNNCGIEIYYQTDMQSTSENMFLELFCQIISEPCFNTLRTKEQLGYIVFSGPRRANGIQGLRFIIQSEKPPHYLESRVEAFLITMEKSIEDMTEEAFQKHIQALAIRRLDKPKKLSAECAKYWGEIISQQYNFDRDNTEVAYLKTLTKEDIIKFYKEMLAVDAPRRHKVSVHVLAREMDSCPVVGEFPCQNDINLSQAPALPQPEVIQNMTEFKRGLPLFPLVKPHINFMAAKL
* hit, by the source's call; . = not tested or not shown. Not a hit list. Share with any hit: about 2.9%.

Short keys: A = CHRM4 PAM; B = CHRM4 antagonist; C = CRFBP-R2 block; D = CRFR2-BP ag; E = CHRM5 antagonist; F = CHRM4 agonist; G = M5 ag; H = CHRM5 PAM; I = IDE inh
> Nc1nc(SCC(=O)Nc2ccccc2Sc2ccc(Cl)cc2)n[nH]1
  A: -5; B: 2; C: -13; D: -0.4; E: 0; F: 4; G: 4; H: -4; I: 2

> CCOC(=O)CC1=C(C#N)C(c2cccnc2)C(C(=O)OCC)=C(N)O1 (configuration not stated)
  A: 5; B: 2; C: -8; D: 2.6; E: -2; F: 0; G: -2; H: 8; I: -3

> CCCCCCCCCCCC(=O)NC1CCS(=O)(=O)C1 (configuration not stated)
  A: 4; B: -4; C: 26; D: 1.2; E: 4; F: 6; G: -4; H: -5; I: 4

> COc1cc(C(c2oc(CO)cc(=O)c2O)c2oc(CO)cc(=O)c2O)cc(OC)c1OC
  A: 3; B: 1; C: -9; D: 1.4; E: 3; F: 1; G: -1; H: 1; I: 3

> CCOC(=O)[C@]12CCCC=C1N(Cc1ccc(Cl)cc1Cl)C(=O)[C@H](CC(=O)N1CCC(c3ccccc3)CC1)C2
  A: -2; B: 4; C: .; D: .; E: 2; F: -1; G: 1; H: 4; I: .

> Cn1cnc2cc(NS(=O)(=O)c3ccc(Br)cc3)ccc21
  A: 4; B: 0; C: -2; D: -1.1; E: -6; F: 1; G: -2; H: 2; I: 4

> CN1CCN(c2ccc(CNC(=O)C3(C)Cc4c(-c5ccc6c(c5)OCO6)ccnc4O3)cc2)CC1 (configuration not stated)
  A: -1; B: -1; C: .; D: .; E: 7; F: 1; G: -3; H: -2; I: .

> CC1(C)C(=O)Nc2ccccc2N1C(=O)COC(=O)CNS(=O)(=O)c1ccc(Br)cc1Cl
  A: -3; B: 3; C: 8; D: -3.5; E: 4; F: 4; G: 0; H: -8; I: .

> COc1ccc(OCC(=O)N/N=C2\CCc3ccccc32)cc1
  A: -6; B: 11; C: 9; D: -2.9; E: -2; F: 0; G: -3; H: -1; I: 5

> C/C(=N\NC(=O)CC#N)C1COc2ccccc2O1 (configuration not stated)
  A: 5; B: -10; C: -2; D: -1.4; E: 0; F: 1; G: 0; H: -6; I: 1

> Cc1ccc(CN2C(=O)COc3cc(NS(C)(=O)=O)ccc32)cc1
  A: -2; B: -3; C: 18; D: 8.5; E: -2; F: 9; G: 12; H: -4; I: .

> CCC(C(=O)NCCc1ccc(S(N)(=O)=O)cc1)c1ccccc1 (configuration not stated)
  A: 1; B: -1; C: -5; D: -1.1; E: 6; F: 0; G: -1; H: 4; I: -5

> FC(F)C(F)(F)c1cc(-c2ccccc2)n[nH]1
  A: 6; B: -16; C: -6; D: 1.6; E: 15; F: 6; G: 8; H: -7; I: 2

> COc1cccc(NC(=O)C(Sc2nnc(-c3ccncc3)n2-c2ccc(Cl)cc2)c2ccccc2)c1 (configuration not stated)
  A: 1; B: -3; C: -15; D: 2.1; E: 8; F: 3; G: 0; H: -3; I: 7

> CCN(CC)C(=O)[C@H]1C[C@H](CC(=O)NCCCN(C)C)C(=O)N2CCc3c([nH]c4ccc(Cl)cc34)[C@]12C
  A: 6; B: 0; C: 6; D: 1.5; E: 3; F: 0; G: -2; H: 4; I: .

> O=C1c2ccccc2C(Nc2ccc(S(=O)(=O)N3CCCCC3)cc2)N1c1ccccn1 (configuration not stated)
  A: 6; B: -15; C: 26; D: -2.3; E: -3; F: 0; G: 0; H: 0; I: 1

> Cc1ccc(C)c(S(=O)(=O)N2CCCC2CNC(=O)C(=O)NCCc2ccccc2)c1 (configuration not stated)
  A: -8; B: 8; C: -6; D: -1.1; E: 17; F: 25; G: 2; H: -30; I: -3

> CCCCn1c(N)c(N(CCC(C)C)C(=O)COC(=O)c2cccnc2SC)c(=O)[nH]c1=O
  A: -3; B: -2; C: 7; D: 1.0; E: 4; F: 0; G: 0; H: -3; I: .

> Cc1cc(C)c(C)c(S(=O)(=O)N2CCN(C)CC2)c1C
  A: 2; B: -2; C: 6; D: -0.5; E: 3; F: 0; G: -2; H: -1; I: 3

> Cc1cc(C)nc(NCc2ccc(Cl)cc2)n1
  A: 0; B: -4; C: -4; D: -0.3; E: -1; F: 3; G: 0; H: 5; I: 10

> CCOC(=O)CSc1nc2ccsc2c(=O)[nH]1
  A: 6; B: 2; C: 22; D: -2.1; E: 4; F: 1; G: -3; H: 3; I: 3

> CC/C(=N\NC(=O)Nc1ccccc1)c1ccccc1
  A: -7; B: 0; C: -42; D: -2.1; E: 3; F: -1; G: -2; H: 1; I: 6

> CCOC(=O)C1=C(C)NC(=S)NC1c1ccco1 (configuration not stated)
  A: -1; B: -7; C: -19; D: 3.7; E: 1; F: 5; G: 1; H: 3; I: -9

> COc1ccc(OCC(=O)N/N=C(\C)CC(=O)Nc2ccc(OC)cc2[N+](=O)[O-])cc1
  A: 0; B: -3; C: 25; D: -2.0; E: 4; F: 0; G: -3; H: 11; I: 5

> Cc1ccc(-c2c(C(=O)N/N=C/C3CCCCC3)nnn2-c2nonc2N)cc1
  A: -8; B: -3; C: -14; D: -0.9; E: 1; F: 3; G: -1; H: -5; I: -1

> Cn1ncc2c(NNC(=O)Cc3ccccc3)ncnc21
  A: -1; B: 6; C: 20; D: -2.2; E: -2; F: 0; G: 0; H: 2; I: 0

> COc1ccc(NC(=O)C2CCN(C(=O)c3cccs3)CC2)cc1OC
  A: 3; B: -6; C: 4; D: 0.6; E: 4; F: 0; G: -6; H: 0; I: 3

Reformatted with values under each structure: entries from further up
Results follow in this order: CHRM4 PAM | CHRM4 antagonist | CRFBP-R2 block | CRFR2-BP ag | CHRM5 antagonist | CHRM4 agonist | M5 ag | CHRM5 PAM | IDE inh
> Nc1nc(SCC(=O)Nc2ccccc2Sc2ccc(Cl)cc2)n[nH]1
    -5 | 2 | -13 | -0.4 | 0 | 4 | 4 | -4 | 2
> CCOC(=O)CC1=C(C#N)C(c2cccnc2)C(C(=O)OCC)=C(N)O1 (configuration not stated)
    5 | 2 | -8 | 2.6 | -2 | 0 | -2 | 8 | -3
> CCCCCCCCCCCC(=O)NC1CCS(=O)(=O)C1 (configuration not stated)
    4 | -4 | 26 | 1.2 | 4 | 6 | -4 | -5 | 4
> COc1cc(C(c2oc(CO)cc(=O)c2O)c2oc(CO)cc(=O)c2O)cc(OC)c1OC
    3 | 1 | -9 | 1.4 | 3 | 1 | -1 | 1 | 3
> CCOC(=O)[C@]12CCCC=C1N(Cc1ccc(Cl)cc1Cl)C(=O)[C@H](CC(=O)N1CCC(c3ccccc3)CC1)C2
    -2 | 4 | . | . | 2 | -1 | 1 | 4 | .
> Cn1cnc2cc(NS(=O)(=O)c3ccc(Br)cc3)ccc21
    4 | 0 | -2 | -1.1 | -6 | 1 | -2 | 2 | 4
> CN1CCN(c2ccc(CNC(=O)C3(C)Cc4c(-c5ccc6c(c5)OCO6)ccnc4O3)cc2)CC1 (configuration not stated)
    -1 | -1 | . | . | 7 | 1 | -3 | -2 | .
> CC1(C)C(=O)Nc2ccccc2N1C(=O)COC(=O)CNS(=O)(=O)c1ccc(Br)cc1Cl
    -3 | 3 | 8 | -3.5 | 4 | 4 | 0 | -8 | .
> COc1ccc(OCC(=O)N/N=C2\CCc3ccccc32)cc1
    -6 | 11 | 9 | -2.9 | -2 | 0 | -3 | -1 | 5
> C/C(=N\NC(=O)CC#N)C1COc2ccccc2O1 (configuration not stated)
    5 | -10 | -2 | -1.4 | 0 | 1 | 0 | -6 | 1
